# 12-LOX inh: ALOX12 (human) lipoxygenase inhibition; P18054; purified 12hLO, xylenol orange hydroperoxide absorbance; Potency, µM (doses to about 108 µM), inactives show top-dose activity change, negative = inhibition, actives largely listed as inhibitors; 580,000 compounds, 1.1% hits; AID 1671190
# Target sequence (P18054 whole entry, looked up): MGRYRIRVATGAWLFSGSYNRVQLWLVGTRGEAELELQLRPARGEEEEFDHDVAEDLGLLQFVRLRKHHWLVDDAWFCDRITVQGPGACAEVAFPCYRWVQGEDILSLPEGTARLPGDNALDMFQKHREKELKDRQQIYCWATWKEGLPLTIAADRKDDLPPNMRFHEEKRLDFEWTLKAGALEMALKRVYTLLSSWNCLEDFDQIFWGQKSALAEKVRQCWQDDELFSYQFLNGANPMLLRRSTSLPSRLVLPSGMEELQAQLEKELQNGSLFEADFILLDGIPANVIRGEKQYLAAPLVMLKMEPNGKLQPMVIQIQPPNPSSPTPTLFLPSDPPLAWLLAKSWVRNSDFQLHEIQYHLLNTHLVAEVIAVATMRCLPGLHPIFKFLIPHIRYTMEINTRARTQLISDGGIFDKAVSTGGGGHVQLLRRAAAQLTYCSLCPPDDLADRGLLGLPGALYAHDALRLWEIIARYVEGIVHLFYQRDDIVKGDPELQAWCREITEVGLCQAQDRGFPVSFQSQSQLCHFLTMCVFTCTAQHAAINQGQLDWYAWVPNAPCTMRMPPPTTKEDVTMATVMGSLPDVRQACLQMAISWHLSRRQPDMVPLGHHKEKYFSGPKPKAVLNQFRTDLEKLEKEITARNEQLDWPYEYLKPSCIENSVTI
#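 Hydroperoxide product was detected by ferrous iron/xylenol orange as the 573 to 405 nm absorbance ratio. Arachidonic acid at 40 uM (final) was turned over for 30 min at room temperature by 150 nM human 12hLO, pH 7.0 Hepes buffer, after 15 min compound preincubation.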
# GLS inh: inhibitors of human glutaminase (GLS); GLS enzymatic activity, qHTS titration; O94925; 410,000 compounds, 0.21% hits; AID 624170; Potency, µM (highest dose often 45.5 µM), for inactives: at the highest dose activity change, negative = inhibition, actives largely listed as inhibitors
#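 Glutamate formation by hKGA was monitored fluorometrically using coupled glutamate oxidase, HRP and Amplex Red. Substrate was added as 1 mM L-glutamine solution; incubation was 30 min at RT after an initial read.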
# The depositor's hits bear a star; ? = inconclusive; [ ] = dose if it differs, or a comment. Calls follow the shape of the dose curve; as a rule, active = well fitted inhibition curve with a large enough effect; inconclusive = small, poorly fitted or top-dose-only effect, or another doubt; inactive = no such curve, though single readings can be large or run the other way. % is scaled to controls: 0 for no effect and ±100 for the full control effect; potency is read from the fitted curve at half-maximal effect. This is a subset; count on the stated rates, not on these rows.
SMILES | 12-LOX inh | GLS inh
CC1(C)CCC(C)(C)c2cc(NC(=O)c3ccc(C(=O)O)cc3)ccc21 | -12.1%[57.4 µM] | 21.6%
CN(C)CCN1CCN(C2CN(C3CCCCC3)S(=O)(=O)C2)CC1 (stereo not drawn) | 1.4% | 2.9%
COC(=O)[C@@]1(Cc2ccc(OC)cc2)[C@H]2c3cc(C(=O)N4CCCC4)n(CCc4c[nH]c5ccccc45)c3C[C@H]2CN1C(=O)c1ccccc1 | ? | 4.8%
Cc1onc(-c2ccccc2)c1C(=O)N1CCCC(C)(C(=O)NS(=O)(=O)C2CC2)C1 (stereo not drawn) | 6.5% | 9.3%
CCOC(=O)[C@]12CCC=C1N(Cc1ccc3c(c1)OCO3)C(=O)[C@H](CC(=O)NCc1cccc(C(F)(F)F)c1)C2 | -9.6% | -9.5%
COc1ccccc1CNC(=O)Nc1nc(C(N)C(C)C)cs1 (stereo not drawn) | -0.4% | 11.4%
OC[C@@H]1CN(Cc2cccnc2)C[C@H](n2cnc3c(N4CCN(c5ccccc5)CC4)ncnc32)O1 | 3.8% | 24.8%
COc1ccc(CNC(=O)c2sc(=O)n(Cc3ccc(S(=O)(=O)N(C)C)cc3)c2C)cc1 | 0.7% | -1.1%
CCCCNC(=O)C1(C)CCC(=O)N1CCOC (stereo not drawn) | 0.2% | 3.6%
CCOC(=O)C1(C)CCN1C(=O)c1ccc(OC)c(C(F)(F)F)c1 (stereo not drawn) | 6.7% | -1.7%
O=C(Nc1ccccc1Cl)c1cc(C2CCCCN2S(=O)(=O)c2ccccc2)on1 (stereo not drawn) | -6.9% | -1.6%
COCOc1cccc(CN2CCC(C)(Oc3cccc(C#N)c3)C2)c1 (stereo not drawn) | ? | -4.1%
CC1C(=O)N(Cc2cn(Cc3ccco3)nn2)CCS(=O)(=O)N1Cc1ccc(-c2ccccc2Cl)cc1 (stereo not drawn) | ? | -4.9%
O=C(NCc1cccc(C(F)(F)F)c1)c1ccc2sc([C@@H]3O[C@H](CO)[C@H](O)[C@H](O)[C@H]3O)nc2c1 | 11.3% | 1.7%
CCOC(=O)N1CCN(C(c2cc3ccccc3o2)c2nnnn2C(C)(C)C)CC1 (stereo not drawn) | 0.0% | -3.6%
Cn1ccc2c(-c3ccc(CO)cc3)cc3c(c21)C1CCC3O1 (stereo not drawn) | ? | 7.0%
Cc1ccccc1-c1csc(C(C)(O)c2cccnc2)n1 (stereo not drawn) | -28.0% | -0.6%
Nc1nc2c(ncn2[C@@H]2O[C@H](CNCc3cnc(N4CCOCC4)s3)[C@@H](O)[C@H]2O)c(=O)[nH]1 | 0.0% | 18.7%
CCCS(=O)(=O)NC(=O)C1(C)CCCN(C(=O)c2cc(OC)c(OC)c(OC)c2)C1 (stereo not drawn) | 1.2% | -7.2%
CC1=C(C(=O)N2CCCCCC2)CC(CC(=O)NCC2CCCCC2)C(=O)N1Cc1ccccc1 (stereo not drawn) | 5.0% | -6.0%
O=C(CCC1CCN(Cc2ccccc2)CC1)c1ccc2c(c1)NCCCC2 | -8.4%[22.9 µM] | 18.7%
CCOC(=O)C1(C)CCN1C(=O)c1ccc(OC)cc1OC (stereo not drawn) | -12.3% | -0.8%
N#Cc1ccc(C(=O)N2CCCCC2c2cc(C(=O)Nc3cccc(C#N)c3)no2)cc1 (stereo not drawn) | -1.2% | 5.4%
CC1=CC(=O)C=CC1=Nc1ccc(N(C)C)cc1 | 7.94µM* | 20.5%
CCC(c1nnnn1-c1c(C)cccc1C)N1CCCN(Cc2ccc(F)cc2)CC1 (stereo not drawn) | ? | 23.4%

# Complete entries, looked up by structure. Screens in order: 12-LOX inh, GLS inh
# N#Cc1ccc(C(=O)N2CCCCC2c2cc(C(=O)Nc3cccc(C#N)c3)no2)cc1 (stereo not drawn) is listed as -1.2%, 5.4%
# Cc1onc(-c2ccccc2)c1C(=O)N1CCCC(C)(C(=O)NS(=O)(=O)C2CC2)C1 (stereo not drawn) is listed as 6.5%, 9.3%
# CCC(c1nnnn1-c1c(C)cccc1C)N1CCCN(Cc2ccc(F)cc2)CC1 (stereo not drawn) is listed as ?, 23.4%
# CC1(C)CCC(C)(C)c2cc(NC(=O)c3ccc(C(=O)O)cc3)ccc21 is listed as -12.1%[57.4 µM], 21.6%
# Nc1nc2c(ncn2[C@@H]2O[C@H](CNCc3cnc(N4CCOCC4)s3)[C@@H](O)[C@H]2O)c(=O)[nH]1 is listed as 0.0%, 18.7%

# Other entries follow.
SMILES | 12-LOX inh | GLS inh
CCCCn1nnnc1C1(C)CCC(=O)N1Cc1ccc(OC)cc1 (stereo not drawn) | -26.3% | 1.7%
COCCN(CCOC)Cc1cc(=O)oc2cc(OC)c(Cl)cc12 | ? | 15.6%
CC1(C(=O)O)CCCN(C(=O)c2cc3ccccc3s2)C1 (stereo not drawn) | -1.5% | 1.6%
COc1ccc(Cc2c(-c3ccccc3)nc3cc(C)c(Br)c(C)n23)c(C)c1 | -36.5% | -19.5%
Cc1cccc(-c2cc(NCCc3cccnc3)n3nccc3n2)c1 | 1.3% | 1.3%
O=C(NC1CCCCC1)OC1CC2CC1[C@H]1CCCCN1C2=O (stereo partly drawn) | 1.2% | -4.2%
CC(C)N(c1ccccc1)c1ccc(NC(=O)[C@@H]2O[C@H](CO)[C@H](O)[C@H](O)[C@H]2O)cc1 | ? | -13.4%
COc1ccc(CNC[C@H]2O[C@@H](n3ccc(=O)[nH]c3=O)[C@H](O)[C@@H]2O)cc1 | -2.0% | -5.1%
CCN(CCN(C)C)C(=O)c1ccc2nc(C)c(N(C)C(=O)CCc3ccccc3)n2c1 | -17.3% | 2.3%
O=C(NC1CCCCC1)C(CCc1ccccc1)N1CCOCC1 (stereo not drawn) | -4.1% | 6.8%
COc1cc(OC)cc(-c2noc([C@@H]3O[C@H](CO)[C@@H](O)[C@H]3O)n2)c1 | 3.1% | -0.5%
CNC(=O)OC1CC2CC1[C@H]1CCCCN1C2=O (stereo partly drawn) | 0.0% | 3.3%
CCc1nc2c(OCc3cccc(Cl)c3)cccn2c1N(C)C(=O)c1ccco1 | ? | 1.2%
CC1(C(=O)NS(=O)(=O)c2ccc(Cl)cc2)CCN1C(=O)C1(c2ccccc2)CCCC1 (stereo not drawn) | -10.6% | -2.8%
OC(c1ccc(Cl)cc1)c1ncc(-c2ccc(Cl)cc2)[nH]1 (stereo not drawn) | ? | 0.6%
CCCCCc1c(-c2ccc(OC)c(OC)c2)ncn1CCc1ccccc1OC | -109.7% | -7.8%
C(=C\c1ccccc1)/CN1CCN(C(c2ccnc3ccccc23)c2nnnn2-c2ccc3c(c2)OCCO3)CC1 (stereo not drawn) | ? | -2.2%
Cc1nc([N+](=O)[O-])cn1-c1ccc([N+](=O)[O-])cc1 | -6.6%[22.9 µM] | -0.7%
O=C(NCc1ccccc1Cl)c1ccc2sc([C@@H]3O[C@H](CO)[C@H](O)[C@H](O)[C@H]3O)nc2c1 | -3.9% | -1.0%
CCOC(=O)C1=CCC(c2ccc(C#N)cc2)N(S(=O)(=O)c2ccc(C)cc2)C1 (stereo not drawn) | 5.8% | ?
C#CCNC(=O)C[C@@H]1C[C@@]2(C(=O)OCC)CCCC=C2N(Cc2ccc3c(c2)OCO3)C1=O | -2.4% | 0.2%
CC12CCC(C1)C(C)(C)C2=O (stereo not drawn) | ? | -3.0%
COc1ccccc1CNC(=O)c1cc(-c2ccc(F)cc2OC)n[nH]1 | -23.5% | -0.6%
Nc1ccn(C[C@@H](CO)OCP(=O)(O)O)c(=O)n1 | 8.7%[22.9 µM] | -0.9%
CC1(C(=O)Nc2cccc(OC(F)(F)F)c2)Cc2c(-c3ccc4c(c3)OCO4)ccnc2O1 (stereo not drawn) | 0.7% | -7.5%

# Part of the list above in order of molar mass, falling.
SMILES | 12-LOX inh | GLS inh
COc1ccc(Cc2c(-c3ccccc3)nc3cc(C)c(Br)c(C)n23)c(C)c1 | -36.5% | -19.5%
CC1(C(=O)O)CCCN(C(=O)c2cc3ccccc3s2)C1 (stereo not drawn) | -1.5% | 1.6%
CNC(=O)OC1CC2CC1[C@H]1CCCCN1C2=O (stereo partly drawn) | 0.0% | 3.3%

# (listing goes on)
SMILES | 12-LOX inh | GLS inh
COc1cc(CNC(=O)c2cc(-c3cc(OC)ccc3Cl)n[nH]2)cc(OC)c1 | -6.9% | 2.3%
CCc1nc2ccc(C(=O)NCCCn3ccnc3)cn2c1N(CC)C(=O)NCCc1ccccc1 | 17.4% | 4.9%
O=C(NCCN1CCC(n2c(=O)[nH]c3ccccc32)CC1)c1cccc2c1-c1ccccc1C2=O | ? | 4.0%
CN(C)c1ccc(CNC(=O)C2Cc3c(-c4cccc(C(N)=O)c4)ccnc3O2)cc1 (stereo not drawn) | 7.6% | -0.2%
O=C(Nc1ccccc1Cl)c1cc(C2CCCN(C(=O)OCCF)C2)on1 (stereo not drawn) | 1.7% | 2.9%
CCc1nc2c(OCC(N)=O)cccn2c1N(C)C(=O)C(C)C | -24.0% | -13.8%
CC(C)C[C@@H]1CN(CCCC[C@H]2CNC(=O)C(=O)N2CCC2CCCCC2)C(=O)C(=O)N1Cc1ccccc1 | ? | 0.7%
CCCNC(=O)C1(C)CCN(C(=O)c2cccc(C#N)c2)C1 (stereo not drawn) | -3.6% | 5.7%
CCCCC[C@@H](C)N1C[C@@H](COCc2ccccc2)Oc2cc(N3CCC[C@H]3CO)ccc2S1(=O)=O | ? | 4.3%
Cc1nc(C(F)(F)F)ccc1C(=O)N1CCCCCC1(C)C(=O)NCC(C)C (stereo not drawn) | 11.5% | -1.8%
NC(c1ccccc1)c1csc(Nc2ccc(C(F)(F)F)cn2)n1 (stereo not drawn) | ? | 12.9%
N=C(N)c1ccc(OCCCOc2ccc(C(=N)N)cc2)cc1 | -11.2%[22.9 µM] | 15.8%
Cc1cn([C@H]2C[C@H](O)[C@@H](CCC(=O)NCc3cccc4ccccc34)O2)c(=O)[nH]c1=O | -1.5% | 5.9%
Cc1cc(C)cc(CC(=O)N2CCC2(C)C(=O)NS(=O)(=O)c2ccccc2)c1 (stereo not drawn) | 1.3% | 3.1%
C[C@@H](c1ccccc1)N1C[C@@H](COCc2ccccc2)Oc2cc(N3CC[C@H](O)C3)ccc2S1(=O)=O | ? | 2.6%
COc1ccc(Nc2nc3cc(-c4ccsc4)sc3c(=O)n2C)cc1OC | ? | -1.7%
c1ccc(OCCNc2ccn3nc(-c4ccco4)cc3n2)cc1 | ? | -0.9%
COCOc1cccc(CN2CCC2(C)C(=O)Nc2ccc(C)cc2)c1 (stereo not drawn) | -4.4% | -3.2%
O=C1NC[C@H](CCCCN2C[C@H](Cc3ccccc3)N(CC3CCCCC3)C(=O)C2=O)N(CC2CCCCC2)C1=O | ? | -7.4%
O=S1(=O)CC(N2CCSCC2)CN1Cc1cn(Cc2cccc(Cl)c2)nn1 (stereo not drawn) | -5.8% | 1.2%
COc1cccc(C(=O)N2CCC[C@H]2C(=O)N2CCC[C@H]2C(=O)NCc2ccc(F)cc2F)c1 | 5.1% | 11.0%
COc1ccccc1-c1noc2c1C(=O)N(Cc1cn(-c3ccc(Cl)cc3)nn1)CC2 | ? | -1.9%
CCc1nc2c(OCc3ccccc3)cccn2c1N(C)C(=O)c1ccc(OC)cc1 | ? | -1.8%
CCc1nc2ccc(C(=O)NCC3CCCCC3)cn2c1N(C)C(=O)c1cccc(OC)c1 | 0.4% | -4.4%
CCNC(=O)C1(C)CCCN(C(=O)Cc2ccc(OC)c(OC)c2)C1 (stereo not drawn) | -4.6% | -3.7%

# Marked active in 12-LOX inh (from the list above):
SMILES | 12-LOX inh | GLS inh
CC1=CC(=O)C=CC1=Nc1ccc(N(C)C)cc1 | 7.94µM* | 20.5%

# Other entries
SMILES | 12-LOX inh | GLS inh
O=C1C2C3CC4C5C3C1C5C1(SCCS1)C42 (stereo not drawn) | -0.9% | 1.9%
CC(C)(C)C(=O)c1c(N)[nH]c(C(=O)c2ccccc2)c1-c1ccc(Br)cc1 | -21.1% | 21.2%
COCCNC(=O)C1(C)CCN(C(=O)c2sc(-c3ccccc3)nc2C)C1 (stereo not drawn) | -1.5% | -3.9%
CC1(C(=O)NCCCN2CCCC2=O)CCN1CCc1ccccc1 (stereo not drawn) | 1.7% | -12.2%
COc1ccccc1CNC(=O)c1cc(-c2cc(F)ccc2OC)n[nH]1 | 20.3% | 7.0%
COCCNC(=O)C1(C)CCCN(Cc2ccc(C)c3ccccc23)C1 (stereo not drawn) | -0.4% | 13.4%
O=C(NCCc1ccccc1)c1ccc(-c2ccc(F)c(F)c2)c2ccoc12 | 4.6% | 3.3%
Cc1c(C(=O)NCc2ccc3c(c2)OCCO3)sc(=O)n1Cc1ccc2c(c1)OCO2 | -5.6% | 1.6%
O=C1C(=Cc2cn(-c3ccccc3)nc2-c2ccc(OCc3ccc(Cl)cc3)cc2)SC(=S)N1CCS(=O)(=O)O | -87.2% | 7.6%
CC(=O)N1CCc2cc(NC(=O)C3(C)CCN3Cc3ccccc3OC(F)F)ccc21 (stereo not drawn) | -0.8% | 6.2%
CCOC(=O)C1CCCN(C(=O)c2[nH]c(C(F)(F)F)nc2-c2ccccc2)C1 (stereo not drawn) | -8.3% | -0.6%
Cc1ccc(F)c(S(=O)(=O)NC(=O)C2(C)CCN2C(=O)CC(c2ccccc2)c2ccccc2)c1 (stereo not drawn) | ? | 3.7%
Cc1c(C(=O)NCc2cccc([N+](=O)[O-])c2)sc(=O)n1Cc1ccc(C(C)C)cc1 | 6.8% | 2.2%
CCc1nc2c(OCCC3CCCCC3)cccn2c1N(C)C(=O)c1ccccc1F | -8.8% | -1.6%
COc1ccccc1C(=O)N1CCN(C(=O)[C@H]2O[C@@H](n3ccc(N)nc3=O)[C@H](O)[C@@H]2O)CC1 | -18.0% | 13.4%
